# RNase H inhibition – RNase H inhibition, HIV 1 Gag Pol polyprotein, FRET biochemical assay, screening (AID 372); HIV-1 RT RNase H, FRET RNA/DNA substrate fluorescence; higher % means a stronger effect; 100,000 tested, 0.77% active; inhibition, % at 10 µM, or IC50 in µM where a hit was titrated; in the data active = inhibition above about 50%
# The depositor's hits bear a star. Only part of the results is shown; count on the stated rates, not on these rows.
SMILES	RNase H inhibition
COc1ccc(C2C(C(C)=O)=C(C)N=c3s/c(=C\C(C)=C\c4ccccc4)c(=O)n32)c(OC)c1 (centres undefined)	20.0%
COc1ccc(Cl)cc1C(=O)Nc1cc(-c2nc3cc(C)c(C)cc3o2)ccc1C	9.0%
O=C(c1nn2c(c1Cl)NC(c1ccc(F)cc1)CC2C(F)(F)F)N1CCN(Cc2ccccc2)CC1 (centres undefined)	0.0%
O=C(Nc1ccc2c(c1)C(=O)OC2)Nc1ccccc1Cl	7.0%
COc1cc(C(=O)Nc2ccc(F)cc2)ccc1OCc1ccc(Cl)cc1	8.0%
C=CCNC(=O)COc1ccc(Br)c(C)c1	16.0%
O=C(N/N=C\c1cccnc1)c1cccc2c3c([nH]c12)CCCC3	3.0%
O=C1c2cccc3cccc(c23)C(=O)N1CCOCc1ccccc1	28.0%
CC(=O)c1ccc(NC(=O)c2sc3nc(C)cc(C)c3c2N)cc1	4.0%
O=C(NCc1ccco1)c1cnn2c1NC(c1ccccc1)CC2C(F)(F)F (centres undefined)	14.0%
COc1cccc(N=c2ssc3c2-c2ccc(OC)cc2NC3(C)C)c1	20.0%
COc1ccc(CN2CCN(Cc3ccc(C)cc3)CC2)cc1OC	12.0%
COc1ccc(OCCOc2ccccc2Br)cc1	20.0%
N#Cc1c(NC(=S)NC(=O)/C=C/c2ccco2)sc2c1CCCC2	31.0%
COC(=O)C1=C(C)NC2=C(C(=O)CC(C)(C)C2)C1c1ccccc1Cl (centres undefined)	1.0%
COc1cccc(OCCOCCOc2cccc(Br)c2)c1	14.0%
CCOC(=O)c1cccc(NC(=O)c2ccccc2CCc2ccccc2)c1	7.0%
CCOc1ccc(OC)cc1/C=N/NC(=O)COc1cccc2ccccc12	11.0%
CC1=C(C(=O)Nc2ccc(C)c(Cl)c2)C(c2ccc(N(C)C)cc2)NC(=S)N1 (centres undefined)	24.0%
COc1ccc2c(c1C)CCC/C2=N\OC(=O)c1ccccc1F	0.0%

# 4 of the compounds above, with each value named.
C=CCNC(=O)COc1ccc(Br)c(C)c1
  RNase H inhibition: 16.0%

O=C(N/N=C\c1cccnc1)c1cccc2c3c([nH]c12)CCCC3
  RNase H inhibition: 3.0%

O=C1c2cccc3cccc(c23)C(=O)N1CCOCc1ccccc1
  RNase H inhibition: 28.0%

CC(=O)c1ccc(NC(=O)c2sc3nc(C)cc(C)c3c2N)cc1
  RNase H inhibition: 4.0%

# Other results follow.
SMILES	RNase H inhibition
O=C(CN(c1ccccc1Cl)S(=O)(=O)c1ccccc1)Nc1cc(Cl)cc(Cl)c1	13.0%
CCOCCOC(=O)C1=C(C)N(C)C(=O)NC1c1ccc(Cl)c(Cl)c1 (centres undefined)	3.0%
CC(C)=C(NC(=O)c1ccccc1)C(=O)Nc1cccc(Br)c1	0.0%
Cc1cccc(N2C(=O)NC(=O)/C(=C/c3ccc(I)o3)C2=O)c1	14.0%
Cc1ccc(N2C(=O)/C(=C/c3ccc(-c4ccc(C)cc4Br)o3)C(=O)NC2=S)cc1	17.0%
COC(=O)C1CCN(S(=O)(=O)c2ccc(F)cc2)CC1	15.0%
O=C(N/N=C/c1ccc(O)c(I)c1)c1ccncc1	5.0%
COc1ccccc1OCCCCOc1ccc([N+](=O)[O-])cc1	7.0%
O=C(C1CCCCC1)N1CCN(c2ccc([N+](=O)[O-])cc2)CC1	0.0%
COc1ccc(-n2nc3cc(C)c(NC(=O)c4cc(I)ccc4Cl)cc3n2)cc1	42.0%
CCOc1ccc(C(=O)c2ccc(OCC)c(N)c2)cc1N	19.0%
O=C(OC12CC3CC(CC(C3)C1)C2)c1ccccc1Br	0.0%
CCOc1cc(C=C2C(=O)NC(=S)NC2=O)ccc1OCCOc1ccc(C(C)(C)C)cc1	16.0%
N#C/C(=C\c1ccc(OCC(N)=O)cc1)C(=O)N1CCOCC1	3.0%
CC(=O)N1N=C(c2ccccc2)CC1(O)C(F)(F)F (centres undefined)	2.0%
CCCCOC(=O)C1=C(C)NC2=C(C(=O)CCC2)C1c1cccc(Cl)c1Cl (centres undefined)	7.0%
Cc1ccc(N2C(=O)NC(=O)/C(=C\c3ccc(N(C)C)c(Br)c3)C2=O)cc1	17.0%
CCC(Sc1nc2ccccc2[nH]1)C(=O)Nc1cccc2ccccc12 (centres undefined)	13.0%
CCOc1ccc(/C=N/NC(=O)c2ccccc2Br)c(OC)c1	2.0%
CCOC(=O)C1CCN(Cc2ccc(C)cc2C)CC1	10.0%
CCOc1ccc(C(=O)Nc2ccc(CC)cc2)cc1Br	14.0%
CN=C(Nc1ccc(Cl)c(Cl)c1)SC1CC(=O)N(c2cccc(OC)c2)C1=O (centres undefined)	14.0%
COc1ccccc1N(CC(=O)Nc1ccc(Cl)cc1)S(=O)(=O)c1ccccc1	5.0%
CCOC(=O)c1ccc(NC(=O)CSc2cccc(C(=O)O)n2)cc1	15.0%
CN(C)c1ccc(/C=C2\N=C(c3ccc4c(c3)OCO4)OC2=O)cc1	9.0%
Cn1c(=O)c(C(=O)NC2CCCC2)c(O)c2ccccc21	0.0%
CC(C)(C)N(Cc1ccccc1)C(=O)CN1C(=O)/C(=C/c2ccccc2)SC1=S	17.0%
O=C(Nc1cccc(C(F)(F)F)c1)C1CC(=O)N(c2ccc(Cl)cc2)C1 (centres undefined)	10.0%
CCOc1ccc(N2C(=O)C3ON(c4ccccc4)C(c4ccc(F)cc4)C3C2=O)cc1 (centres undefined)	6.0%
O=c1c2ccccc2nc(/C=C/c2c[nH]c3ccccc23)n1-c1cccc([N+](=O)[O-])c1	4.0%
Nc1nc2sc3c(c2cc1C(=O)N1CCOCC1)CCCC3	0.0%
CCCCN(CCCC)C(=O)c1ccccc1Cl	15.0%
Cc1cccc(/N=C/c2ccccc2O)n1	3.0%
O=C(NC(=S)Nc1cccnc1)c1ccco1	4.0%
Cc1ccccc1NC(=O)c1c(NC(=O)C(C)(C)C)sc2c1CCCC2	18.0%
COc1cccc(/C=C2/C(=O)NC(=O)N(c3ccc(C(C)C)cc3)C2=O)c1	0.0%
C=CCc1ccc(OCC(=O)N/N=C/c2ccc([N+](=O)[O-])cc2)c(OC)c1	9.0%
O=C(Nc1ccccc1-c1ccccc1)c1ccc2c(c1)C(=O)N(c1ccccc1-c1ccccc1)C2=O	17.0%
O=C1CC(N2CCSCC2)C(=O)N1c1ccc(Cl)cc1 (centres undefined)	15.0%
CC(=O)Oc1ccc(N2C(=O)C3ON(c4ccccc4)C(c4ccc(F)cc4)C3C2=O)cc1 (centres undefined)	9.0%
CCc1ccc(-c2csc(N3N=C(c4cccs4)CC3c3ccc(F)cc3)n2)cc1 (centres undefined)	6.0%
O=C(Cc1ccc(Cl)cc1)N/N=C/c1cc(I)cc(I)c1O	15.0%
CC(C)N(C)CCOC(=O)C(C)(c1ccccc1)c1ccccc1	5.0%
CC(C)(C)c1ccc(C(=O)N/N=C/c2ccc(OCc3ccccc3)cc2)cc1	4.0%
CC1=NN(c2ccc(Cl)c(C(=O)O)c2)C(=O)/C1=C\c1ccco1	17.0%
Cc1cc(C)c2oc(-c3ccc(C)c(NC(=O)c4cc(Br)ccc4Cl)c3)nc2c1	28.0%
COc1ccc(CNC(=O)c2cccc(OC)c2)cc1	9.0%
O=C(c1c(F)cccc1F)N1CCN(c2ccc([N+](=O)[O-])cc2F)CC1	9.0%
CSc1ccc(CN2CCN(c3ncccn3)CC2)cc1	0.0%
O=C(N/N=C/c1c[nH]c2ccc(Br)cc12)C(O)c1ccccc1 (centres undefined)	5.0%
O=C1C=C(c2nc(-c3ccccc3Cl)cc(=O)o2)C(=O)c2ccccc21	17.0%
O=C(c1cccc(F)c1)N1CCN(C2CCCCCC2)CC1	0.0%
O=[N+]([O-])c1ccc(S(=O)(=O)NCC2CCCO2)cc1 (centres undefined)	11.0%
Cc1cc(I)ccc1NC(=O)CCC(=O)N/N=C/c1ccccc1	7.0%
CSc1ccc(S(=O)(=O)N(CC(=O)NCC2CCCO2)c2ccc(C)cc2)cc1 (centres undefined)	3.0%
CC(=O)N1c2ccccc2NC2=C(C(=O)CC(c3ccccc3)C2)C1c1cccc([N+](=O)[O-])c1 (centres undefined)	9.0%
COc1ccccc1N1C(=O)c2cccc3c(N4CCCC4)ccc(c23)C1=O	0.0%
COc1ccc2ccccc2c1C=Nc1ccc(Oc2ccccc2)cc1	23.0%
Cc1ccc(C(=O)NCCCn2ccnc2)o1	5.0%
C=CCN1C(=O)/C(=C\c2ccccc2)C(C(=O)OC)=C1C	11.0%

# (list continues)
SMILES	RNase H inhibition
CCOC(=O)c1c(NC(=O)c2ccc([N+](=O)[O-])cc2)sc(C(=O)N2CCCCCC2)c1C	21.0%
COc1ccc(C=C2C(=O)NC(=O)N(c3ccccc3)C2=O)cc1Br	10.0%
CCc1c(C)nc2cc(-c3ccc(Br)cc3)[nH]n2c1=O	9.0%
Cc1cccc(OCC(=O)O/N=C(\N)Cc2cccc3ccccc23)c1	47.0%
O=C(Nc1ccc(Cl)c(-c2nc3ccccc3o2)c1)c1cccc(Br)c1	1.0%
CCN(CC)c1ccc(/C=C2\C(=O)NC(=O)N(c3cccc(C)c3)C2=O)cc1	6.0%
O=C1c2ccccc2C(=O)N1CCc1nc2ccccc2c(=O)n1-c1cccnc1	27.0%
Cc1ccc(-c2csc(NC(=O)c3ccc(Cl)c(Cl)c3)n2)cc1	9.0%
O=C(Nc1ccc(NC(=O)c2ccccc2[N+](=O)[O-])cc1)c1ccco1	6.0%
Cc1onc(C(=O)N2CCC(C(N)=O)CC2)c1-c1ccccc1Cl	7.0%
Cc1ccc(N=Cc2ccc3ccccc3c2)cc1N=Cc1ccc2ccccc2c1	26.0%
CC(/C=C/c1ccccc1)=N\NC(=O)c1ccncc1	0.0%
C/C(=N/NC(=O)c1cccc(Br)c1)C1CC1	0.0%
O=C1CCC(C(=O)Nc2ccc(Cl)cc2)N1 (centres undefined)	0.0%
CCN(CC)Cc1c(O)ccc2c(C)cc(=O)oc12	6.0%
c1ccc(-n2c(SCc3cccc4ccccc34)nnc2-c2ccco2)cc1	23.0%
Cc1csc(NC(=O)c2ccc(C)c([N+](=O)[O-])c2)n1	22.0%
CC1(C)CC(=O)C2=C(C1)NC(=S)C(C#N)C2c1ccc(Cl)cc1 (centres undefined)	7.0%
CCN(CC)CCCCOc1ccc(C)c(C)c1	4.0%
Cc1cc(I)ccc1S(=O)(=O)NCCCN1CCOCC1	13.0%

# Taken from the results shown (7 entries):
SMILES	RNase H inhibition
CCOC(=O)c1c(NC(=O)c2ccc([N+](=O)[O-])cc2)sc(C(=O)N2CCCCCC2)c1C	21.0%
COc1ccc(C=C2C(=O)NC(=O)N(c3ccccc3)C2=O)cc1Br	10.0%
CCc1c(C)nc2cc(-c3ccc(Br)cc3)[nH]n2c1=O	9.0%
Cc1cccc(OCC(=O)O/N=C(\N)Cc2cccc3ccccc23)c1	47.0%
O=C(Nc1ccc(Cl)c(-c2nc3ccccc3o2)c1)c1cccc(Br)c1	1.0%
CCN(CC)c1ccc(/C=C2\C(=O)NC(=O)N(c3cccc(C)c3)C2=O)cc1	6.0%
O=C1c2ccccc2C(=O)N1CCc1nc2ccccc2c(=O)n1-c1cccnc1	27.0%

# Continuation.
SMILES	RNase H inhibition
O=C1NC(=Nc2ccc(F)cc2)S/C1=C/c1ccccc1F	45.0%
Cc1ccc(NC(=O)c2cc3ccccc3c([N+]#N)c2[O-])cc1	0.0%
O=C(CSc1nc2ccc([N+](=O)[O-])cc2s1)Nc1ccccc1[N+](=O)[O-]	21.0%
CC(=O)Nc1ccc(S(=O)(=O)N2CCN(c3ccccc3)CC2)cc1	13.0%
Cc1cccc(C)c1NC(=O)CC1S/C(=N\N=C2CCCC2)NC1=O (centres undefined)	16.0%
COc1ccc2nc(-c3ccccc3)cc(C(=O)Nc3ccccc3C)c2c1	23.0%
CCc1ccc(/C=C2/SC(=S)N(CCCC(=O)Nc3cc(Cl)ccc3O)C2=O)cc1	13.0%
Cc1ccccc1C(=O)NCCN(C)C	19.0%
Oc1ccc2ccccc2c1-c1nc2ccc3ccccc3c2c2c1CCC2	21.0%
COc1ccccc1NC(=O)CN(c1cccc([N+](=O)[O-])c1)S(=O)(=O)c1ccccc1	15.0%
Cc1ccc(-c2nc3ccccc3s2)cc1NC(=S)NC(=O)c1ccccc1Br	17.0%
CCOC(=O)c1c(C)n(CC(O)CNC(C)C)c2ccc(OC)cc12 (centres undefined)	9.0%
O=C1NC(=O)N(c2cccc(Br)c2)C(=O)/C1=C/c1ccc(O)c(Cl)c1	0.0%
COc1cc([N+](=O)[O-])ccc1N/C=C(\C#N)c1nc(-c2cc3c(ccc4ccccc43)oc2=O)cs1	11.0%
CCN(CC)c1ccc(C=C2C(=O)c3ccccc3C2=O)c(OC)c1	22.0%
CC(=O)n1cc(/C=c2/sc3nc4c(C)cc(C)cc4n3c2=O)c(-c2ccccc2)n1	4.0%
O=C1c2ccccc2/C(=N/N=C/C=C/c2ccco2)C1C(=O)C(c1ccccc1)c1ccccc1 (centres undefined)	33.0%
CCOC(=O)COc1ccc(C=Nc2ccc3[nH]c(=O)[nH]c3c2)cc1OC	0.0%
O=[N+]([O-])c1cc(NS(=O)(=O)c2cc(Cl)ccc2Cl)ccc1Cl	1.0%
Cc1nn(-c2ccccc2)c2sc(C(=O)n3cccn3)cc12	0.0%
Cc1cc(C)cc(N2C(=O)NC(=O)/C(=C\c3ccccc3C)C2=O)c1	10.0%
COc1ccc(N/C=C/C(=O)c2ccc(Cl)cc2)c(OC)c1	4.0%
CC1=C(C(=O)Nc2ccccc2C)C(c2ccccc2)NC(=O)N1C (centres undefined)	2.0%
CCN(CC)S(=O)(=O)c1ccc(NC(=S)Nc2ccccc2)cc1	10.0%
O=C(CN1C(=O)c2ccc([N+](=O)[O-])cc2C1=O)N1CCCCC1	5.0%
O=C(NC(=S)Nc1cccc(NC(=O)c2ccccc2Cl)c1)c1ccc(F)cc1	7.0%
